BioA inh – BioA (M. tuberculosis) enzyme inhibition | hit rate 0.096% among 360,000 | inhibition, % at 9.99 µM | AID 602481 | purified M. tuberculosis BioA enzyme, plate reader; in the data active = inhibition above about 40%
* = called active by the depositor. An excerpt; rates above refer to the full screens.

Structure | BioA inh
COc1ccc(NC(=O)Nc2ccc3c(c2)C(=O)N([C@@H](C)CO)C[C@H](C)[C@H](CN(C)S(=O)(=O)c2cn(C)cn2)O3)cc1 | 11
Cc1ccc(S(=O)(=O)N(C)C[C@H]2OCCCC[C@H](C)Oc3ccc(NS(=O)(=O)c4c(C)noc4C)cc3C(=O)N([C@@H](C)CO)C[C@@H]2C)cc1 | 0.7
COc1ccc(S(=O)(=O)N(C)C[C@H]2Oc3ccc(NC(=O)Nc4c(C)noc4C)cc3CC(=O)N([C@@H](C)CO)C[C@@H]2C)cc1 | -1.0
Cc1noc(C)c1NC(=O)Nc1ccc2c(c1)C(=O)N([C@@H](C)CO)C[C@H](C)[C@@H](CN(C)C(=O)Nc1ccc(F)cc1)O2 | 0.9
Cc1ccc(S(=O)(=O)N(C)C[C@@H]2Oc3ccc(NS(=O)(=O)c4cccs4)cc3C(=O)N([C@@H](C)CO)C[C@@H]2C)cc1 | -0.3
Cc1ccc(S(=O)(=O)N(C)C[C@@H]2OCCCC[C@H](C)Oc3ccc(NS(C)(=O)=O)cc3C(=O)N([C@H](C)CO)C[C@H]2C)cc1 | 1.4
COc1ccc(CNC(=O)C[C@H]2C[C@H]3c4cc(NS(=O)(=O)c5ccc(F)cc5)ccc4O[C@H]3[C@@H](CO)O2)cc1 | 0.3
CCCC#Cc1ccc([C@H]2[C@@H](CO)N3CCCCN(S(=O)(=O)c4ccccc4C)C[C@H]23)cc1 | -1.9
Cc1noc(C)c1NC(=O)Nc1cccc2c1O[C@H](CN(C)C(=O)Nc1ccc(F)cc1)[C@@H](C)CN([C@H](C)CO)C2=O | 1.9
C[C@H](CO)N1C[C@H](C)[C@H](CN(C)C(=O)Nc2ccccc2)Oc2ccc(NC(=O)C3CCCCC3)cc2CC1=O | -1.0
C[C@H]1CN([C@@H](C)CO)C(=O)c2cc(NC(=O)NC3CCCCC3)ccc2O[C@H]1CN(C)Cc1ccncc1 | -1.1
CC(C)NC(=O)N[C@@H]1CC[C@@H](CCNC(=O)C2CCC2)O[C@@H]1CO | -1.4
CCC(=O)Nc1ccc2c(c1)OC[C@@H](C)N(C(=O)c1ccccc1F)C[C@H](C)[C@@H](OC)CN(C)C2=O | 1.3
C[C@H]1CN([C@@H](C)CO)C(=O)c2cc(NC(=O)Cn3cnnn3)ccc2O[C@H]1CN(C)Cc1ccc(C(=O)O)cc1 | -3.9
C[C@H](CO)N1C[C@H](C)[C@@H](CN(C)C(=O)Nc2ccccc2)Oc2c(NS(=O)(=O)c3ccc(Cl)cc3)cccc2C1=O | -2.8
C[C@H](CO)N1C[C@H](C)[C@H](CN(C)C(=O)Nc2ccc3c(c2)OCO3)Oc2c(NC(=O)NC3CCCCC3)cccc2C1=O | -0.2
CN1C(=O)c2cc(NC(=O)Cc3cccs3)ccc2OC[C@@H]2O[C@H](CC(=O)NCC3CC3)CC[C@@H]21 | -3.4
CC(C)NC(=O)Nc1ccc2c(c1)C(=O)N([C@H](C)CO)C[C@H](C)[C@@H](CN(C)C(=O)NC(C)C)OCCCC[C@@H](C)O2 | -1.7
CO[C@H]1CN(C)C(=O)c2cc(NC(=O)Nc3ccccc3F)ccc2OC[C@@H](C)NC[C@@H]1C | -0.8
CCCNC(=O)N1C[C@H](C)[C@@H](OC)CN(C)C(=O)c2cc(NC(=O)CC)ccc2OC[C@@H]1C | -1.6
COc1ccccc1S(=O)(=O)N[C@@H]1CC[C@@H](CC(=O)N2CCCCC2)O[C@H]1CO | -0.8
C[C@H]1CN([C@@H](C)CO)C(=O)c2cc(NS(=O)(=O)c3ccc(Cl)cc3)ccc2O[C@H]1CN(C)Cc1ccc(Cl)c(Cl)c1 | 0.4
C[C@@H]1CN([C@H](C)CO)C(=O)c2cc(NC(=O)Nc3ccc(F)cc3)ccc2O[C@@H]1CN(C)C(=O)NC1CCCCC1 | -1.4
C[C@H](CO)N1C[C@H](C)[C@@H](CN(C)C(=O)Nc2cccc3ccccc23)Oc2ccc(NC(=O)Nc3ccc4c(c3)OCO4)cc2C1=O | -0.9
CC=Cc1ccc2n(c1=O)C[C@H]1[C@H](CO)[C@@H](C(=O)NCc3cccc(OC)c3)N[C@@H]21 (mixture of isomers) | -1.7
CCc1cnc(N2[C@@H](C#N)[C@@H](c3ccc(C4=CCCC4)cc3)[C@@H]2CO)s1 | 0.4
CO[C@H]1CN(C)C(=O)c2cc(NC(=O)Nc3ccc(F)cc3)ccc2OC[C@H](C)NC[C@@H]1C | 0.3
O=C(NCC[C@@H]1CC[C@H](NC(=O)c2cnccn2)[C@@H](CO)O1)Nc1ccc(Cl)cc1 | -1.1
C[C@@H]1CN([C@H](C)CO)C(=O)c2cccc(NS(=O)(=O)c3ccc(Cl)cc3)c2O[C@@H]1CN(C)C(=O)Nc1ccc2c(c1)OCO2 | 3.7
C[C@@H]1CN([C@@H](C)CO)S(=O)(=O)c2ccc(C3=CCCCC3)cc2O[C@H]1CN(C)Cc1ccncc1 | -0.5

4 entries from above, as labelled records.
CN1C(=O)c2cc(NC(=O)Cc3cccs3)ccc2OC[C@@H]2O[C@H](CC(=O)NCC3CC3)CC[C@@H]21
  BioA inh: -3.4
CC(C)NC(=O)Nc1ccc2c(c1)C(=O)N([C@H](C)CO)C[C@H](C)[C@@H](CN(C)C(=O)NC(C)C)OCCCC[C@@H](C)O2
  BioA inh: -1.7
CO[C@H]1CN(C)C(=O)c2cc(NC(=O)Nc3ccccc3F)ccc2OC[C@@H](C)NC[C@@H]1C
  BioA inh: -0.8
CCCNC(=O)N1C[C@H](C)[C@@H](OC)CN(C)C(=O)c2cc(NC(=O)CC)ccc2OC[C@@H]1C
  BioA inh: -1.6

Back to the main list; the two compounds before the break are reprinted first.
Structure | BioA inh
C[C@@H]1CN([C@H](C)CO)C(=O)c2cccc(NS(=O)(=O)c3ccc(Cl)cc3)c2O[C@@H]1CN(C)C(=O)Nc1ccc2c(c1)OCO2 | 3.7
C[C@@H]1CN([C@@H](C)CO)S(=O)(=O)c2ccc(C3=CCCCC3)cc2O[C@H]1CN(C)Cc1ccncc1 | -0.5
Cc1ccc(S(=O)(=O)N(C)C[C@@H]2OCCCC[C@H](C)Oc3ccc(NC(=O)c4ccncc4)cc3C(=O)N([C@H](C)CO)C[C@H]2C)cc1 | -0.1
COc1cccc(C#Cc2cnc3c(c2)C(=O)N([C@H](C)CO)C[C@@H](C)[C@@H](CN(C)C(C)=O)O3)c1 | -0.6
Cc1ccc(S(=O)(=O)N(C)C[C@H]2OCCCC[C@H](C)Oc3ccc(NC(=O)CCCN(C)C)cc3C(=O)N([C@@H](C)CO)C[C@H]2C)cc1 | -1.5
CNC(=O)C[C@H]1CC[C@H]2[C@@H](COC[C@H](O)CN2C(=O)c2ccccn2)O1 | 3.7
Cc1noc(C)c1S(=O)(=O)N(C)C[C@H]1Oc2ccc(NS(=O)(=O)c3ccc(F)cc3)cc2C(=O)N([C@H](C)CO)C[C@H]1C | -2.1
C[C@H](CO)N1C[C@H](C)[C@H](CN(C)C(=O)Nc2ccc(C(F)(F)F)cc2)Oc2ccc(N(C)C)cc2CC1=O | 1.2
O=C(C[C@H]1C=C[C@H](NC(=O)c2cccnc2)[C@H](CO)O1)NCc1ccc(Cl)c(Cl)c1 | -2.0
COc1ccc(S(=O)(=O)Nc2ccc3c(c2)C(=O)N([C@@H](C)CO)C[C@H](C)[C@@H](CN(C)C(=O)Nc2ccc(C(F)(F)F)cc2)O3)cc1 | -0.1
C[C@@H]1CN([C@H](C)CO)C(=O)c2cccc(NS(=O)(=O)c3ccc(Cl)cc3)c2O[C@H]1CN(C)C(=O)Nc1ccc(C(F)(F)F)cc1 | 0.5
CN1C(=O)c2cc(NC(=O)c3cccs3)ccc2OC[C@H]2O[C@H](CC(=O)N3CCOCC3)CC[C@H]21 | 2.9
COc1cccc(-c2cccc(-c3nc(C(=O)O)cc4c3[C@@H](CCO)N(S(=O)C(C)(C)C)C4)c2)c1 (some centres not stated) | -0.9
C[C@@H]1CCCCO[C@H](CN(C)S(=O)(=O)c2cccs2)[C@@H](C)CN([C@@H](C)CO)C(=O)c2cc(NC(=O)CCC(F)(F)F)ccc2O1 | 0.0
COCCOC(=O)N1C(=O)[C@@]2(c3ccccc31)[C@H](C(=O)Nc1nc3ccccc3s1)[C@H]1C(=O)O[C@H](c3ccccc3)[C@H](c3ccccc3)N1[C@@H]2c1ccc(OCCO)cc1 | -0.8
Cc1noc(C)c1S(=O)(=O)Nc1ccc2c(c1)CC(=O)N([C@@H](C)CO)C[C@@H](C)[C@@H](CN(C)Cc1ccc(C(=O)O)cc1)O2 | -0.5
Cc1ccccc1S(=O)(=O)N1[C@H](CO)[C@@H](c2ccc(-c3ccc(F)cc3)cc2)[C@@H]1C#N | -1.1
C[C@H]1CN([C@@H](C)CO)C(=O)Cc2cc(NC(=O)NC3CCCCC3)ccc2O[C@@H]1CN(C)Cc1ccc2c(c1)OCO2 | 3.3
C[C@H]1CN([C@@H](C)CO)C(=O)c2cc(NC(=O)c3ccncc3)ccc2O[C@H]1CN(C)C(=O)Nc1cccc2ccccc12 | -1.5
C[C@H]1CN([C@@H](C)CO)C(=O)Cc2cc(NC(=O)Nc3ccccc3)ccc2O[C@@H]1CN(C)S(=O)(=O)c1ccccc1 | 0.0
C[C@@H]1CN([C@H](C)CO)C(=O)Cc2cc(NC(=O)Nc3ccccc3)ccc2O[C@H]1CN(C)S(C)(=O)=O | -0.6
C[C@@H]1CN([C@@H](C)CO)C(=O)c2cc(C#CC3(O)CCCC3)cnc2O[C@@H]1CN(C)C(=O)Cc1cccnc1 | -3.3
C[C@@H]1CCCCO[C@H](CN(C)Cc2ccc(C(=O)O)cc2)[C@H](C)CN([C@H](C)CO)C(=O)c2cc(NC(=O)NC3CCCCC3)ccc2O1 | 0.1
COc1ccc(S(=O)(=O)Nc2cccc3c2O[C@H](CN(C)Cc2ccc(Cl)c(Cl)c2)[C@H](C)CN([C@@H](C)CO)C3=O)cc1 | -0.4
Cc1noc(C)c1NC(=O)N(C)C[C@@H]1Oc2c(cccc2N(C)C)C(=O)N([C@H](C)CO)C[C@@H]1C | -4.3
COC(=O)C[C@@H]1C[C@@H]2c3cc(NC(=O)C4CCOCC4)ccc3O[C@@H]2[C@@H](CO)O1 | -0.5
CC(C)C#Cc1cnc2c(c1)C(=O)N([C@@H](C)CO)C[C@@H](C)[C@H](CN(C)Cc1ccccc1)O2 | 3.2
C[C@@H]1CN([C@H](C)CO)C(=O)c2cccc(NC(=O)C3CCOCC3)c2O[C@H]1CN(C)S(=O)(=O)c1ccc(F)cc1 | -0.4
O=C(Nc1cc(F)ccc1F)N[C@H]1C=C[C@@H](CC(=O)N2CCc3ccccc3C2)O[C@H]1CO | 5.2
O=C(Cc1ccccn1)N[C@@H]1C=C[C@@H](CC(=O)N2CCCCC2)O[C@H]1CO | 2.7
CC(C)NC(=O)N(C)C[C@H]1Oc2ccc(NC(=O)Nc3ccccc3)cc2CC(=O)N([C@@H](C)CO)C[C@H]1C | -3.4
C[C@@H]1CN([C@H](C)CO)C(=O)c2cc(C#C[C@@H](C)O)cnc2O[C@H]1CN(C)C(=O)Cc1ccncc1 | 2.4
Cc1ccc(S(=O)(=O)N[C@@H]2C=C[C@@H](CC(=O)NCc3ccncn3)O[C@@H]2CO)cc1 | -2.9
C/C=C/c1ccc2c(c1)O[C@H](CN(C)Cc1cncnc1)[C@H](C)CN([C@H](C)CO)S2(=O)=O | -1.1
C[C@H]1CCCCO[C@H](CN(C)S(=O)(=O)c2ccc(F)cc2)[C@@H](C)CN([C@@H](C)CO)C(=O)c2cc(NS(=O)(=O)c3ccccc3)ccc2O1 | -5.5
Cc1ccc(S(=O)(=O)Nc2ccc3c(c2)C(=O)N([C@@H](C)CO)C[C@@H](C)[C@@H](CN(C)Cc2ccc(Cl)c(Cl)c2)OCCCC[C@@H](C)O3)cc1 | 0.2
CNC[C@@H]1OCCCC[C@@H](C)Oc2ccc(NC(=O)Nc3c(C)noc3C)cc2C(=O)N([C@H](C)CO)C[C@H]1C | -3.5
CO[C@@H]1CN(C)C(=O)c2ccc(NS(C)(=O)=O)cc2OC[C@@H](C)N(CC2CC2)C[C@H]1C | 0.6
COC(=O)C[C@@H]1CC[C@H]2[C@H](COc3ccc(NC(=O)C4CCOCC4)cc3C(=O)N2C)O1 | 7.3
CC(C)CC#Cc1cnc2c(c1)C(=O)N([C@@H](C)CO)C[C@H](C)[C@H](CN(C)C(=O)c1cnccn1)O2 | -3.6
CN(C)C(=O)c1ccc(-c2ccc([C@@H]3[C@H](C#N)N(S(C)(=O)=O)[C@H]3CO)cc2)cc1 | -0.7
CC(C)(O)C#Cc1ccc([C@H]2[C@H]3CN(C(=O)c4cccc(F)c4)CCCCN3[C@H]2CO)cc1 | -1.6
C[C@@H](O)C#Cc1ccc([C@@H]2[C@H]3CN(CC4CCOCC4)CCCCN3[C@H]2CO)cc1 | -2.9
C[C@H]1CN([C@@H](C)CO)C(=O)c2cc(NS(=O)(=O)c3cccs3)ccc2O[C@H]1CN(C)C(=O)NC1CCCCC1 | -1.7
COc1ccccc1-c1cnc2c(c1)C(=O)N([C@@H](C)CO)C[C@@H](C)[C@H](CN(C)Cc1cncnc1)O2 | -3.7
CCC(=O)N(C)C[C@@H]1Oc2cc(C#C[C@@H](C)O)ccc2S(=O)(=O)N([C@H](C)CO)C[C@H]1C | 4.8
C[C@H]1CN([C@@H](C)CO)C(=O)c2cc(NS(=O)(=O)c3ccc(Cl)cc3)ccc2O[C@H]1CN(C)Cc1ccccc1 | 0.1
CNC[C@H]1OCCCC[C@@H](C)Oc2ccc(NC(=O)Nc3ccc4c(c3)OCO4)cc2C(=O)N([C@H](C)CO)C[C@H]1C | -3.2
O=C(Cc1ccccn1)NCC[C@@H]1CC[C@H](NS(=O)(=O)c2ccc(F)cc2)[C@H](CO)O1 | -1.5
CCC(=O)N1[C@@H](CO)[C@@H](c2ccccc2)[C@@H]1CN(CC)C(=O)c1cccc(F)c1 | 3.3
